K1F lysis inhibition – inhibition of K1F phage lysis, E. coli UTI89, bacterial capsule biogenesis inhibitors, alamar blue (AID 488966). 0.02% of 340,000 active. one-dose inhibition, % at 100 µM; IC50 in µM for titrated hits. E. coli UTI89 K1F phage lysis, alamar blue, 2 h; higher % means a stronger effect;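 active means phage lysis inhibition, versus mean bacterial control, above a set limit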;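 further: capsule biogenesis inhibitors block K1F phage lysis so surviving cells raise fluorescence; higher fluorescence means more inhibition of phage lysis; actives were called in the ten point dose series up to 300 µM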
West Nile virus CPE – West Nile virus antiviral activity, cell-based, CPE readout (AID 1621); West Nile virus-infected cells, CPE inhibition; higher % means a stronger effect; one-dose CPE inhibition, % at 10 µM; IC50 in µM for titrated hits; 0.02% of 290,000 active; in the data active means a potency from the dose series; further: strong numbers were not always called active
Rac1 GTP hydrolysis – MgcRacGAP GTPase-activating activity inhibitors, confirmation, biochemical, ADP Hunter fluorescence | MgcRacGAP-stimulated Rac1 GTP hydrolysis, ADP Hunter fluorescence; higher % means a stronger effect; GST-tagged Rac1 F28L mutant substrate | one-dose inhibition, % at 30 µM; IC50 in µM for titrated hits | 0.6% of 340,000 active | AID 624330, 2012;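 active means first-screen hits whose inhibition reached a set limit at any dose in the follow-up dose series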;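 further: fluorescence reports GDP produced by GAP-driven GTP hydrolysis; strong numbers were not always called active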
RSV antiviral HEp-2 – RSV antiviral activity via CPE protection, HEp-2 cells, primary 10 µM value included (AID 2391); HEp-2 cells, RSV-induced CPE inhibition; higher % means a stronger effect; one-dose CPE inhibition, % at 10 µM; IC50 in µM for titrated hits; 0.13% of 310,000 active; in the data active means a potency from the dose series; further: strong numbers were not always called active
NS5 inhibitors – Dengue-2 NS5 methyltransferase inhibitors, primary screen, biochemical, confirmation dose response (AID 588689). Dengue-2 NS5 methyltransferase capping enzyme assay, biochemical; higher % means a stronger effect. inhibition, % at 25 µM; hits with a dose series show IC50 in µM. 0.3% of 340,000 active; in the data active means a potency from the dose series
Salmonella PhoP GFP – inhibitors of PhoP regulon expression, primary screen, Salmonella Typhimurium, GFP reporter (AID 1863) | S. Typhimurium PhoP-regulated promoter GFP reporter, 4 h; higher % means a stronger effect | one-dose inhibition, % at 50 µM; IC50 in µM for titrated hits | 0.16% of 300,000 active;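 active means inhibition over 29.93%, a cutoff 3 SD above the screen mean, later confirmed by dose response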;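 further: 0% = low Mg2+ inducing control and 100% = high Mg2+ repressing control; strong numbers were not always called active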
NTR1 agonist – agonists of NTR1, primary screen, imaging, U2OS cells, beta-arrestin-GFP, high content (AID 493036); activation, % at 20 µM; 0.17% of 330,000 active; NTR1-U2OS beta-arrestin-GFP spot imaging, agonist mode; Neurotensin receptor type 1 (Homo sapiens), P30989;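 active means activation at or above 40% of the spot to cytoplasm intensity ratio, with at least 20 cells analyzed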;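 further: 0% = DMSO without peptide and 100% = 100 nM NTR1 peptide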
Target sequence (P30989 whole entry, looked up): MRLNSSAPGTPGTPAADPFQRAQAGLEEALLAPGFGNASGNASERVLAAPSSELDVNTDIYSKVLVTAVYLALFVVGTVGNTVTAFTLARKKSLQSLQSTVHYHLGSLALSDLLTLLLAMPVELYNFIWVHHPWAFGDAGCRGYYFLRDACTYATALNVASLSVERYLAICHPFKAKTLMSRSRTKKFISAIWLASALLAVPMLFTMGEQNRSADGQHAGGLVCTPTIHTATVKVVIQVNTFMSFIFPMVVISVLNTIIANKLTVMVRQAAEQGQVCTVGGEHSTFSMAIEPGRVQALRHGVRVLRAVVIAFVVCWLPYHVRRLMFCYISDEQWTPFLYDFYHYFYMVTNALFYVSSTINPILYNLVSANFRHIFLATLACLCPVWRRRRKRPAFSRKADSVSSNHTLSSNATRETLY
T cell modulator – modulators of CD8 T cell-vesicle binding, primary screen, mouse 2C CD8+ T cells, flow cytometry | 2C CD8+ T cell-vesicle binding; hits give low values | calls only at 7 µM | 0.068% of 330,000 active;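 active means response, share of CD8 T cells binding vesicles, and their 90th percentile fluorescence all below set limits, cut at about 80% in these data, passing the limit was not always enough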
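System: murine 2C transgenic CD8+ T lymphocytes; also added: QL9-loaded Drosophila micro-vesicles; times: binding 1.5 h at 37 °C; measured by: flow cytometry, PE anti-B7-1 (FL2) versus Alexa647 anti-CD8 (FL8), PFA-fixed; control set: Peptide-free naked vesicles (low) and QL9 vesicles with 0.7% DMSO vehicle (high)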
SV40 large T antigen – SV40 large T antigen inhibitors, biochemical (AID 1903) | SV40 large T antigen ATPase/helicase inhibition assay; higher % means a stronger effect | inhibition, % at 20 µM, or IC50 in µM where a hit was titrated | 0.39% of 310,000 active; in the data active means a potency from the dose series; further: strong numbers were not always called active
T cell modulator vesicle-bound % – recorded beside T cell modulator, whose call it bears; double positive events, %; measured here: CD8+ vesicle-bound cell fraction;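 binding gate set so that unloaded-vesicle control wells show 10% double positive cells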
NTR1 agonist cell count 20 µM – further read-out of NTR1 agonist, marked with its call; cell count; measured here: cell count, cytotoxicity flag
* marks the source's active call; other numbers are inactive results; i = inactive; . = no result given; [ ] = remark or other dose.

Results follow in this order: T cell modulator	K1F lysis inhibition	Rac1 GTP hydrolysis	NTR1 agonist cell count 20 µM	Salmonella PhoP GFP	SV40 large T antigen	NS5 inhibitors	RSV antiviral HEp-2	NTR1 agonist	West Nile virus CPE	T cell modulator vesicle-bound %
- COc1ccc(N2CCN(C(=O)C3CCCN(S(=O)(=O)c4ccc5c(c4)oc(=O)n5C)C3)CC2)cc1 (centres undefined)
 : i	0.3%	-13%	78	2%	31%	15%	1.9%	0.0	-0.3%	12
- COc1ccc2c(C)c(Cl)c(=O)oc2c1
 : i	1.8%	10%	87	2%	7%	0%	3.1%	-1.8	-0.4%	26
- CC(=O)Nc1ccc(NC2=CC(=O)c3ccccc3C2=O)cc1
 : i	-0.1%	13%	91	7%	2%	-6%	1.3%	0.5	-1.5%	38
- CCc1ccc(C2CC(c3cccc(Cl)c3)n3nc(N)nc3N2)cc1 (centres undefined)
 : i	0.5%	5%	58	1%	3%	1%	4.2%	2.0	-1.6%	50
- C[C@@H]1CN([C@@H](C)CO)C(=O)Cc2cc(NC(=O)Nc3cccc4ccccc34)ccc2O[C@@H]1CN(C)S(C)(=O)=O
 : i	2.4%	9%	61	.	.	-4%	.	3.2	.	22
- CCOC(=O)C1CCCN(CCC(=O)Nc2cccc(Cl)c2C)C1 (centres undefined)
 : i	0.5%	7%	46	8%	6%	-6%	-0.1%	1.1	-0.5%	60
- CC(C)(C)N=Cc1c(O)ccc2oc3c(c12)CCCC3
 : i	0.3%	9%	78	-4%	9%	18%	3.9%	1.5	-1.2%	33
- CCCNC(=O)c1cccc(S(=O)(=O)N2CC3(C)CC2CC(C)(C)C3)c1 (centres undefined)
 : i	-1.4%	3%	75	-5%	5%	-10%	1.6%	-1.0	.	36
- CC(=O)c1c(C)[nH]c(C(=O)OCCCCN2C(=O)c3ccccc3C2=O)c1C
 : i	-0.1%	2%	77	-6%	1%	-5%	0.4%	0.8	-0.7%	15
- CN(C)CCCn1c(N)c(C#N)c2nc(C#N)c(C#N)nc21
 : i	2.0%	9%	35	-61%	22%	-38%	1.1%	0.2	0.0%	29
- COc1ccc(S(=O)(=O)N/N=C\c2ccc(OC)c(COc3ccc(C)cc3[N+](=O)[O-])c2)cc1
 : i	2.8%	-4%	42	-4%	10%	1%	2.7%	-0.8	-0.3%	42
- COc1cccc(-n2ccnc2SCC(=O)Nc2ccccc2)c1
 : i	-0.3%	-6%	65	4%	7%	1%	6.6%	-0.1	-0.4%	58
- Oc1ccc(Cl)cc1CNc1nccs1
 : i	0.2%	2%	73	11%	4%	-7%	0.9%	1.5	-0.4%	48
- COC(=O)c1ccc(NC(=O)c2ccc(NC(=O)c3ccco3)cc2)cc1
 : i	1.0%[50 µM]	10%	54	-4%	0%	0%	2.4%	0.8	0.6%	27
- O=C(CSc1nnc(CNC(=O)c2cccs2)o1)Nc1cccc(Cl)c1
 : i	-0.3%	-45%	57	-6%	12%	10%	0.3%	-0.9	-0.6%	8
- O=C(NCc1n[nH]c(=S)n1-c1ccc(Cl)c(Cl)c1)c1cccs1
 : i	0.5%	0%	58	-6%	11%	-12%	-1.7%	-0.6	0.1%	51
- Cc1onc(-c2ccccc2)c1C(=O)OCC(=O)Nc1cccc(Cl)c1
 : i	-0.7%[50 µM]	5%	48	.	.	-6%	0.2%	5.0	.	47
- CC1SC(C)C(=O)N(CC(=O)Nc2ccc([N+](=O)[O-])cc2)C1=O (centres undefined)
 : i	-0.1%	5%	66	-2%	3%	4%	2.1%	3.3	0.8%	40
- O=C(CCC(=O)OCc1cccc([N+](=O)[O-])c1)Nc1ccccc1Cl
 : i	2.4%	3%	68	-4%	6%	.	0.3%	-0.1	-0.3%	42
- O=C(c1cc(-c2ccc(Cl)s2)nc2ccccc12)N1CCOCC1
 : i	0.9%[50 µM]	7%	47	-8%	10%	6%	0.5%	1.4	.	42

3 of the compounds above, field by field:
COc1ccc(N2CCN(C(=O)C3CCCN(S(=O)(=O)c4ccc5c(c4)oc(=O)n5C)C3)CC2)cc1 (centres undefined)
  T cell modulator = i; K1F lysis inhibition = 0.3%; Rac1 GTP hydrolysis = -13%; NTR1 agonist cell count 20 µM = 78; Salmonella PhoP GFP = 2%; SV40 large T antigen = 31%; NS5 inhibitors = 15%; RSV antiviral HEp-2 = 1.9%; NTR1 agonist = 0.0; West Nile virus CPE = -0.3%; T cell modulator vesicle-bound % = 12
COc1ccc2c(C)c(Cl)c(=O)oc2c1
  T cell modulator = i; K1F lysis inhibition = 1.8%; Rac1 GTP hydrolysis = 10%; NTR1 agonist cell count 20 µM = 87; Salmonella PhoP GFP = 2%; SV40 large T antigen = 7%; NS5 inhibitors = 0%; RSV antiviral HEp-2 = 3.1%; NTR1 agonist = -1.8; West Nile virus CPE = -0.4%; T cell modulator vesicle-bound % = 26
COc1ccc(S(=O)(=O)N/N=C\c2ccc(OC)c(COc3ccc(C)cc3[N+](=O)[O-])c2)cc1
  T cell modulator = i; K1F lysis inhibition = 2.8%; Rac1 GTP hydrolysis = -4%; NTR1 agonist cell count 20 µM = 42; Salmonella PhoP GFP = -4%; SV40 large T antigen = 10%; NS5 inhibitors = 1%; RSV antiviral HEp-2 = 2.7%; NTR1 agonist = -0.8; West Nile virus CPE = -0.3%; T cell modulator vesicle-bound % = 42

New compounds follow
Results follow in this order: T cell modulator	K1F lysis inhibition	Rac1 GTP hydrolysis	NTR1 agonist cell count 20 µM	Salmonella PhoP GFP	SV40 large T antigen	NS5 inhibitors	RSV antiviral HEp-2	NTR1 agonist	West Nile virus CPE	T cell modulator vesicle-bound %
- Cc1ccc(NC(=O)CNC(=O)c2cccc(Cl)c2)nc1
 : i	1.7%[50 µM]	3%	60	0%	2%	-2%	-1.4%	-0.2	.	52
- Cc1cc(C)nc(NS(=O)(=O)c2ccc(NC(=O)C(C)Oc3ccccc3F)cc2)n1 (centres undefined)
 : i	-0.3%	6%	64	3%	4%	0%	0.1%	-1.0	0.6%	17
- CC(C)(C)NC(=O)C(c1ccncc1)N(C(=O)c1csnn1)c1ccccc1 (centres undefined)
 : i	0.2%	6%	45	-7%	7%	-5%	0.1%	0.2	0.1%	37
- Nc1ccccc1-c1nnn(CC(=O)Nc2ccc3c(c2)OCCO3)n1
 : i	-0.3%	12%	76	1%	4%	-9%	2.0%	-0.1	-0.6%	1
- CN(CC(=O)N1CCN(c2ccccc2)CC1)S(=O)(=O)c1cnc[nH]1
 : i	1.0%	11%	51	0%	12%	-1%	-0.1%	1.8	0.1%	19
- COc1ccccc1/C=C1\SC(=S)N(CC(=O)NC2CCS(=O)(=O)C2)C1=O (centres undefined)
 : i	0.2%	2%	63	5%	8%	2%	1.5%	1.4	-0.2%	2
- O=C(NC(=O)c1cccc(F)c1)Nc1nc(-c2ccc(F)cc2)cc(C(F)(F)F)n1
 : i	0.2%	8%	56	4%	1%	-5%	1.9%	-0.5	0.4%	53
- O=C(/C=C/c1ccccc1)OCCN1C(=O)c2ccccc2C1=O
 : i	0.1%	6%	42	2%	7%	-11%	3.7%	-1.5	0.2%	11
- COc1ccc(CN(C)C(=O)c2cc(S(=O)(=O)Nc3ccccc3F)ccc2C)c(OC)c1
 : i	-0.8%[50 µM]	-1%	57	-7%	-2%	-6%	3.1%	-0.1	1.1%	37
- CCC(C)[C@H](NS(=O)(=O)c1ccc(C)cc1)C(=O)N1CCC(C(=O)N2CCC(C(N)=O)CC2)CC1 (some centres undefined)
 : i	6.6%	3%	84	8%	6%	-4%	.	0.7	-0.2%	42
- Cc1cc(=O)n(C)c(=O)n1CCCCCOc1cccc([N+](=O)[O-])c1
 : i	0.3%	6%	75	27%	-8%	-1%	13%	0.8	-1.0%	55
- O=C(c1ccccc1)C(O)c1ccccc1 (centres undefined)
 : i	0.9%	3%	53	.	.	-2%	1.2%	-0.8	.	36
- Cc1ccc(/C=N/NC(=O)c2c[nH]c3ccccc23)o1
 : i	-0.1%	4%	42	-1%	18%	-5%	1.7%	0.6	0.0%	70
- O=C1[C@@H]2[C@H](Cc3ccc(O)cc3)N[C@]3(C(=O)Nc4ccccc43)[C@@H]2C(=O)N1c1ccc(F)cc1
 : i	0.0%	2%	50	5%	24%	-7%	1.5%	-1.0	-1.1%	46
- CCc1cc(=O)oc2cc(C)cc(OCC(=O)NC(Cc3ccc(Cl)cc3)C(=O)O)c12 (centres undefined)
 : i	-0.6%	2%	85	-4%	22%	1%	1.0%	-1.8	0.3%	60
- CC(=O)c1ccc(Nc2ccc(-c3ccccc3C)nn2)cc1
 : i	0.7%	2%	73	9%	17%	-23%	7.3%	-0.8	-0.3%	56
- Fc1ccc(CNC(=S)Nc2ccc(Cl)cc2)cc1
 : i	-1.2%	11%	50	15%	20%	-13%	0.5%	3.1	-0.3%	17
- O=C1CC2(CCN(C(=O)c3ccc(F)c(F)c3)CC2)Oc2ccccc21
 : i	0.0%[50 µM]	5%	53	14%	18%	-3%	-0.4%	-0.1	.	31
- O=C(Oc1ccccc1)N1CCOCC1
 : i	0.8%	16%	54	-2%	12%	.	0.4%	1.7	0.3%	54
- Cc1csc(NC(=O)[C@@H](NC(=O)c2ccccc2)C(C)C)n1
 : i	2.9%	7%	47	1%	-6%	-6%	0.4%	0.0	0.7%	55
- CCOc1ccc2[nH]c(=O)c(CN(CC3COCCO3)C(=O)c3ccco3)cc2c1 (centres undefined)
 : i	3.1%	5%	71	.	.	-5%	1.3%	-0.8	0.1%	31
- Cc1ccc(NC(=O)c2nc[nH]c2C(=O)NCCN(CCNC(=O)c2[nH]cnc2C(=O)Nc2ccc(C)cc2)CCNC(=O)c2[nH]cnc2C(=O)Nc2ccc(C)cc2)cc1
 : i	0.4%	10%	64	.	.	-8%	.	9.5	.	17
- O=C(CSc1ncn[nH]1)Nc1ccc(Cl)c(S(=O)(=O)N2CCOCC2)c1
 : i	-0.4%	-4%	39	4%	3%	-6%	0.0%	-0.5	0.3%	44
- C=CCNC(=O)c1cc(C(=O)C(C)c2ncc(C(F)(F)F)cc2Cl)c[nH]1 (centres undefined)
 : i	-0.9%	8%	37	-5%	18%	-3%	0.3%	2.5	0.6%	41
- CCN(CC(=O)Nc1ccc2c(c1)OCCO2)C(=O)c1ccccc1Br
 : i	0.2%[50 µM]	6%	50	.	.	-9%	.	1.3	.	52
- Cc1cccc(NC(=O)COC(=O)c2nn(C)c(=O)c3ccccc23)c1C
 : i	-0.9%	5%	48	.	.	1%	.	1.4	.	48
- COC(=O)c1cccc(NC(=O)CSc2nnc(C3CC3)n2C)c1
 : i	0.2%	8%	56	-8%	8%	-5%	0.3%	0.1	-0.4%	43
